# High-throughput results: PubChem, National Center for Advancing Translational Sciences (NCATS)
# Pf Dd2 growth: blocks in vitro growth of P. falciparum Dd2. 4.3% of 120,000 active. P. falciparum Dd2 growth, SYBR Green, 72 h. Potency, µM (doses to about 28.9 µM), for the others: at the highest dose activity, negative = inhibition, usual class: inhibitors; active means well fitted inhibition curve with a large enough effect; inconclusive means small, poorly fitted or top-dose-only effect; inactive means no such curve, though single readings can be large or run the other way;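 further: plate controls were DMSO vehicle for no effect and reference drug for full effect; nearly all actives have a fitted effect of over 65% in size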
#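 Readout: SYBR Green fluorescence, 485 nm excitation, 535 nm emission, after ~16 h lysis at 37C. Before that, Dd2-infected red cells (2.5% hematocrit) grew 72 h with compound, 29 uM top final concentration.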
# Active calls of the source: *; i = inactive; ? = inconclusive; [ ] = remark or other dose. Potency means the concentration at half of the fitted maximal effect. This is a subset, so the mix of outcomes need not match the whole.
SMILES,Pf Dd2 growth
Cc1nc([C@H]2CCN(Cc3ccc(C(F)(F)F)cc3)C[C@H]2NC(=O)C2CC2)n[nH]1,-10%
C[C@@H](NC(=O)C1CCCCC1)c1onc(-c2ccc(F)cc2)c1C(=O)O,10%[44.1 µM]
CC1(C(=O)Nc2ccccc2)COCc2cnc(Nc3ccccc3)nc21 (stereo not given),i
O=C(CCCN1C(=O)COc2ccc(C(=O)COc3ccc(F)cc3Cl)cc21)NCC1CC1,?
Cc1ccccc1C(=O)Oc1cc(-c2ccc3c(c2)OCO3)cc(=O)c2c(C)oc(C)c12,?
O=C(c1ccc(OC(F)(F)F)cc1)N1CCN(c2cc(-c3ccc(Cl)cc3)[nH]n2)CC1,?
O=C(CN1CC2CC(C1)[C@H]1CCCC(=O)N1C2)NC1CCN(Cc2ccccc2)CC1 (stereo not given in full),?
O=S(=O)(c1ccc(Br)cc1)c1nc(-c2ccco2)oc1SCc1ccccc1Cl,?
CCCC(=O)NC(C)C(=O)N1CCN(c2ccccn2)CC1 (stereo not given),7%
Cc1cc(CN2CCC3(CCC(=O)N(C(C)C(=O)O)C3)CC2)on1 (stereo not given),-1%
CCOc1ccc(C(=O)N2CCN(C(=O)c3nnn4c3COC(c3ccccc3)C4)CC2)cc1 (stereo not given),i
CCOC(=O)c1c(C)[nH]c(C)c1S(=O)(=O)N1CCN(c2ccc(Cl)cc2)CC1,23%
CCCNC(=O)CC1CCCN(c2cnn(C)c(=O)c2)C1 (stereo not given),26%
COc1ccc(/C=C/C(=O)N2CCC(c3nc4ccccc4o3)CC2)cc1OC,1%
COc1cccc(CN2CCCCCCNC(=O)CC2c2ccccc2)c1 (stereo not given),?
Fc1ccc(Nc2nc(SCc3ccccc3F)nc3ccccc23)cc1,?
O=C1CC2(CCN(Cc3cccc4ccccc34)CC2)Oc2ccccc2N1,-12%
CSc1ccc(CCNC(=O)CCc2c(C)nc3c(c(C)nn3-c3ccccc3)c2C)cc1,i
Cc1cc(NC(=O)Nc2csc3c2CCCC3)ccc1Br,13µM*
CN(C)C[C@@H]1CN(c2ncccn2)C[C@H]1NC(=O)c1ccccc1Cl,-16%

# Rewritten as labelled records: entries from further up
> CCCNC(=O)CC1CCCN(c2cnn(C)c(=O)c2)C1 (stereo not given)
  Pf Dd2 growth: 26%
> CN(C)C[C@@H]1CN(c2ncccn2)C[C@H]1NC(=O)c1ccccc1Cl
  Pf Dd2 growth: -16%
> O=C(CCCN1C(=O)COc2ccc(C(=O)COc3ccc(F)cc3Cl)cc21)NCC1CC1
  Pf Dd2 growth: ?
> CSc1ccc(CCNC(=O)CCc2c(C)nc3c(c(C)nn3-c3ccccc3)c2C)cc1
  Pf Dd2 growth: i

# The list goes on:
SMILES,Pf Dd2 growth
CN1C(=O)c2ccccc2Sc2ccc(NC(=O)COc3ccc(F)cc3)cc21,0%
CCOc1ccccc1NC(=O)C1CCC(CNS(=O)(=O)c2ccc3c(c2)CCCC(=O)N3)CC1 (stereo not given),23%
O=C(c1cc(-c2ccc(F)cc2)on1)N1CCN(c2ccc(F)cc2)CC1,45%[activator]
Cc1noc(C)c1CCCNC(=O)c1ccc(N2CCC[C@H]2CO)nc1,-11%
CCOc1ccccc1N(CC(=O)Nc1ccc(OC)c(Cl)c1)S(=O)(=O)c1ccccc1,?
O=C(CCc1ccccc1)N1CC2(C1)CN(c1ccccc1)C(=O)O2,18%[44.1 µM]
COc1ccc(C2=C(C(C)=O)Sc3nnc(-c4ccc(C)cc4)n3N2C(C)=O)cc1OC,2.5µM*
Cc1cc(=O)n(CC(=O)Nc2ccc3c(c2)OCO3)c(-c2ccccc2)n1,i
COc1ccc(CN2CCn3c(nnc3-c3ccncc3)C2)cc1,-1%
O=C(Nc1ccc(Cl)cc1)c1nc2c(o1)CCN(Cc1cnc[nH]1)CC2,-11%[44.1 µM]
O=C(c1ccccc1)N1CCCC2(CC(c3cccc(C(F)(F)F)c3)=NO2)C1 (stereo not given),?
CC1=C(C(=O)Nc2ccccc2C)C(c2ccccn2)n2nc(SCc3ccccc3F)nc2N1 (stereo not given),-15%
COC(=O)c1c(NC(=O)COc2c(C)ccc(C)c2C)sc2c1CCC(C)C2 (stereo not given),26%
Cc1cccc(OCC(=O)N(Cc2ccc(C(C)C)cc2)Cc2ccco2)c1C,?
COc1cccc(CNC(=O)CCCN2C(=O)CCn3nc(-c4cccn4C)cc32)c1,-9%
CN(C)C(=O)c1cccn2nccc12,26%[44.1 µM]
CNC(=O)C1(C)CN(Cc2ccccc2)Cc2ccc(N3CCOCC3)nc21 (stereo not given),i
COc1ccc2c(c1)c1c(c(=O)n(-c3cccc(C)c3)c(=O)n1CC(=O)N1CCCC1)n2C,-19%
CCOC(=O)CC(NC(=O)N1CCC(CN2CCC(C)CC2)CC1)c1ccccc1 (stereo not given),-4%
CCN1c2cc(C(=O)Nc3ccc(C)c(Cl)c3)ccc2C(=O)N2CCCC21 (stereo not given),-22%

# Rewritten field by field: entries from further up
> Cc1cc(CN2CCC3(CCC(=O)N(C(C)C(=O)O)C3)CC2)on1 (stereo not given)
  Pf Dd2 growth: -1%

> CCOc1ccc(C(=O)N2CCN(C(=O)c3nnn4c3COC(c3ccccc3)C4)CC2)cc1 (stereo not given)
  Pf Dd2 growth: i

> CCOC(=O)c1c(C)[nH]c(C)c1S(=O)(=O)N1CCN(c2ccc(Cl)cc2)CC1
  Pf Dd2 growth: 23%

> CCCNC(=O)CC1CCCN(c2cnn(C)c(=O)c2)C1 (stereo not given)
  Pf Dd2 growth: 26%

# (list continues)
SMILES,Pf Dd2 growth
COc1cccc(C(=O)N2C(C(=O)NC3CC3)COC23CCN(C(=O)c2ccc(F)cc2)CC3)c1 (stereo not given),-17%
c1ccc(-c2nc(C3CC3)no2)c(OC2CN(Cc3ccncc3)C2)c1,?
NC(=O)c1cc(S(=O)(=O)NCc2ccccc2)cs1,i
COC1CCC12CCN(C(=O)c1ccc(C)s1)CC2 (stereo not given),8%
O=C(CN1CCN(c2ccc(Cl)cc2)CC1)Nc1ccc(F)cc1F,13%
O=C(c1ccc(Cl)cc1)N1C[C@@H](CO)[C@H](c2nc(C3CC3)no2)C1,-24%
Cn1cc([C@@H](NC(=O)c2n[nH]c3c2CCC3)C2CC(O)C2)cn1 (stereo not given in full),-3%
COc1ccc(-c2noc([C@@H]3Cc4nc[nH]c4CN3C(=O)c3ccc(F)cc3)n2)cc1,i
O=C(C[C@@H]1CCNC[C@@H]1Cc1cc(-c2ccc(F)cc2)on1)N1CCC(Cc2ccccc2)CC1,?
Cc1nccn1CC(=O)N1CCC2(CC1)CNC(C(=O)O)C2 (stereo not given),-16%
Cc1ccsc1C(=O)NCCn1c(C)cnc1C1CCC1,?
COc1ccc(CNC(=O)CC2CCOCC2)cc1,20%
COC(=O)CNC(=O)c1nc2sccn2c1Br,i
Cc1ccc(C(=O)NC2CCN(C(=O)N3CC4CC(C3)[C@H]3CCCC(=O)N3C4)CC2)s1 (stereo not given in full),-19%
CCOC(=O)CSc1nc2cc(OC)c(OC)cc2c2nc(-c3ccccc3)nn12,?
Cc1cc(C)c(NC(=O)C(C)n2c(=O)c(C(F)(F)F)nc3ccccc32)c(C)c1 (stereo not given),6%
CCCc1cnc2c(c1SCC(=O)Nc1ccc(C)c(Cl)c1)c(=O)n(C)c(=O)n2C,?
c1cc2cc(Nc3cnc4ccc(N5CCOCC5)nn34)ccc2[nH]1,i
CC(C)COc1cc(=O)n2c(c1C(=O)NCC1CCCCC1)CCCCC2,-24%
CN(C)c1cccc(C(=O)N2CCn3nc(Cc4ccccc4)cc3C2)c1,?
CC(C)C[C@@H]1N[C@H](C(=O)NC2CCC2)Cc2cn(Cc3ccncc3)c3cccc1c23,-28%[44.1 µM]
CS(=O)(=O)c1ccc2c(c1)nc1n2[C@@H](CNC2CCCCC2)COC1,-14%[44.1 µM]
CCc1ccc(NC(=O)Cn2nnc(-c3ccccc3N)n2)cc1,1%
O=C(COc1ccccc1)Nc1cccn2nc(C3CCC3)nc12,i
O=C(NC1CC1)[C@@H]1C[C@H](Oc2ccccc2)CN1C(=O)c1ccco1,14%
COC(=O)[C@H](NC(=O)[C@@H]1C[C@H](NC(=O)Nc2ccc(F)cc2F)CN1C(=O)c1cccn1C)C(C)C,14%
Cc1cc2c(cc1S(=O)(=O)NCc1ccc(F)cc1)n(C)c(=O)c(=O)n2C,6%
O=C1C(=O)N(C2CCNCC2)CCN1Cc1ccccc1,11%
Cc1cc2oc(C(=O)Nc3sc4c(c3C(=O)NCC3CCCO3)CCCC4)cc(=O)c2cc1C (stereo not given),27%
CCn1c(CO)nnc1C1CC(NC(=O)Cc2ccc(-n3cnnn3)cc2)C1 (stereo not given),4%
COc1ccc(CC2CCOC3(CCN(C(=O)c4cc5ccccc5[nH]4)CC3)C2)cc1 (stereo not given),i
Clc1cccc(-n2ncc3c(NCCc4ccccc4)ncnc32)c1,i
CN(C)S(=O)(=O)N1C[C@@H](Oc2cccnc2)C[C@H]1C(=O)N1CCOCC1,6%
CCCCn1c(=O)c2oc3ccccc3c2n(CC(=O)Nc2cccc(Cl)c2)c1=O,-28%
NS(=O)(=O)c1ccc(F)c(C(=O)NC2CCc3[nH]ncc3C2)c1 (stereo not given),-12%
Cc1ccccc1NC(=O)CCn1ccn2nc3c(c2c1=O)CCCC3,-6%
CC(C)CCC(=O)N[C@@H]1CN(Cc2ccncc2)C[C@H]1CN(C)C,3%
CCOC(=O)c1cnc2c(ccc3ccccc32)c1Nc1ccccc1OC,9%
Cn1nc2n(c1=O)CCN(S(=O)(=O)c1ccc(Cl)s1)CC2,-15%
O=C1[C@@H]2C[C@@H](CN2C2CCOCC2)Oc2ccccc2N1Cc1ccc(OC(F)(F)F)cc1,?

# Entries listed so far that have a COOH group:
SMILES,Pf Dd2 growth
C[C@@H](NC(=O)C1CCCCC1)c1onc(-c2ccc(F)cc2)c1C(=O)O,10%[44.1 µM]
Cc1cc(CN2CCC3(CCC(=O)N(C(C)C(=O)O)C3)CC2)on1 (stereo not given),-1%
Cc1nccn1CC(=O)N1CCC2(CC1)CNC(C(=O)O)C2 (stereo not given),-16%

# Next part:
SMILES,Pf Dd2 growth
O=C(c1[nH]nc2c1CCc1ccccc1-2)N1CCC(c2noc(-c3cccnc3)n2)C1 (stereo not given),i[5.79 µM]
COc1ccc(-c2noc(CC3CCN(C(=O)Cc4ccccc4Cl)CC3)n2)cc1,-8%
CCCCOc1ccc(C2c3c(-c4ccccc4O)n[nH]c3C(=O)N2Cc2ccncc2)cc1OC (stereo not given),7.1µM*
O=C(Cn1ccn2nc3c(c2c1=O)CCCC3)NCCc1ccccc1,i
C[C@H]1[C@@H]2[C@@H](O)C([C@H](C)C(=O)NC3CC3)CC[C@@]2(C)CC[C@@H]1NC(=O)c1cnccn1 (stereo not given in full),i
CO[C@H]1C(=O)N(C(C)C)[C@H]1C1CCN(S(=O)(=O)c2cn(C)cn2)CC1,-16%
COCCO[C@H]1C(=O)N(C2CCN(C(=O)c3ocnc3C)CC2)[C@H]1c1ccncc1,-7%
COc1ccc(-c2cn3c(n2)sc2cc(C(=O)NCCc4ccccc4)ccc23)cc1,?
O=Cc1cccc(-c2ccc(C(=O)O)cn2)c1,33%[activator][44.1 µM]
N#Cc1ccc(C(=O)N2C[C@@H]3C[C@H](C2)c2ccc(-c4ccc(OC(F)(F)F)cc4)c(=O)n2C3)cc1,17%
COc1ccccc1C(=O)N1CCC(C)(C(=O)O)CC1,12%[44.1 µM]
O=C(c1ccc(-n2ccnc2)cc1)N1CCN(c2cccc(Cl)c2)C(=O)C1,2%
